HIF act = HIF pathway transcriptional activation | U2OS HRE-luciferase reporter, luminescence; normalized: DMSO 0%, desferrioxamine 100% | activation, % at 7.5 µM (by protocol) | 300,000 compounds, 0.32% hits | AID 1910;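 active means mean activation of at least 10% of the iron chelator positive control signal, with at least half of replicates also reaching 10%; inconclusive means mean and replicate majority disagree about reaching 10%; inactive means mean and most replicates under 10%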
aSyn UTR inh = 5' untranslated region of α-synuclein, MLPCN primary screen. alpha-synuclein 5'UTR reporter, inhibitor activity. inhibition, % (tested at 7.5 µM). 300,000 compounds, 0.82% hits; in the data active means inhibition above about 60%; inconclusive means no clear call, values can overlap the other calls;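 further: H4 neuroglioblastoma cells stably carrying SNCA 5'UTR luciferase fusion; 0% = DMSO wells and 100% = positive control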
IEC-6 cytotox = kills IEC-6 intestinal cells in KLF5 counter-screen; IEC-6 cytotoxicity, luminescence viability; inhibition, % at 5 µM; 290,000 compounds, 0.78% hits; AID 1825; in the data active means inhibition above about 22%;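 further: 0% = plate median of test compound wells and 100% = cytotoxic reference compound wells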
HSF-1 act = increases HSF-1 driven luciferase reporter signal; NIH3T3-HGL HSF-1 luciferase reporter, MG132, 8 h; 100% = twice DMSO control signal; activation, % at 9 µM; 300,000 compounds, 1.7% hits;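 active means mean replicate activation of at least 50% with a set share of replicates each reaching 50%; inconclusive means only one of those two conditions met; inactive means mean below 50% and too few replicates reaching it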;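 further: 0% = median of the neutral control wells and 100% = twice that signal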
AI-2 QS mod = modulators of Vibrio harveyi AI-2 quorum sensing system; activity change, % at 7.5 µM; 300,000 compounds, 0.4% hits; AID 2094; Vibrio harveyi JMH597 AI-2 luminescence/OD600 ratio, 9 h; stronger effect = lower value; strain lacks LuxN and CqsS sensors; 0 = neutral-control median; in the data active means activity change below about -75%, passing the limit was not always enough; inconclusive means no clear call, values can overlap the other calls;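 further: luminescence divided by OD600 gain over 9 h not by final OD600 alone; inactives centre near 13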
HSP90 refold inh = HSP90 refolding inhibition in rabbit reticulocyte lysate | inhibition, % at 5.6 µM | luciferase refolding luminescence, 3 h | 290,000 compounds, 0.91% hits;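 active means inhibition above the screen-wide mean plus 3 SD, computed separately per campaign, cut at about 16% in these data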;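 further: 0% = DMSO wells and 100% = 60 µM geldanamycin wells; inhibitors lower the luminescence because luciferase stays unfolded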
KLF5 inh = kruppel-like factor 5 inhibition; DLD-1 KLF5 promoter-luciferase reporter, luminescence; inhibition, % at 5 µM; 290,000 compounds, 0.23% hits; AID 1700;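 active means inhibition above a per-plate limit of that plate's mean compound inhibition plus 3 SD, cut at about 60% in these data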;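 further: 0% = DMSO wells and 100% = LY294002 at 200 µM; higher means less KLF5 promoter-driven luciferase light; inactives centre near -14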
HSF1 inh = HSF1 inhibition; NIH3T3-HGL HSE-luciferase, MG132-induced, luminescence 8 h; stronger effect = lower value; activity change, negative = inhibition, % at 7.5 µM (by protocol); 300,000 compounds, 0.77% hits; AID 2098;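 active means more than half of replicate wells show activity change below -50%, luminescence cut by over half; inconclusive means some wells, but at most half, below -50%; inactive means no replicate well below -50%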;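 further: luciferase reports HSF-1 transcriptional activity via heat shock element; 0% = median of DMSO wells and -100% = zero luminescence signal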
GSK3beta inhib = inhibitors of human GSK3beta kinase; P49841; GST-GSK3beta kinase, ADP-Glo luminescence, 60 min; stronger effect = lower value; activity score (negative = inhibition), % at 10 µM; 300,000 compounds, 0.038% hits;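 active means more than half of replicate wells score below -50%, meaning over 50% inhibition versus plate controls; inconclusive means some replicates but at most half score below -50%; inactive means no replicate scores below -50%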;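 further: 0% = median DMSO wells and -100% = median GW8510 positive control wells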
Target sequence (P49841 whole entry, looked up): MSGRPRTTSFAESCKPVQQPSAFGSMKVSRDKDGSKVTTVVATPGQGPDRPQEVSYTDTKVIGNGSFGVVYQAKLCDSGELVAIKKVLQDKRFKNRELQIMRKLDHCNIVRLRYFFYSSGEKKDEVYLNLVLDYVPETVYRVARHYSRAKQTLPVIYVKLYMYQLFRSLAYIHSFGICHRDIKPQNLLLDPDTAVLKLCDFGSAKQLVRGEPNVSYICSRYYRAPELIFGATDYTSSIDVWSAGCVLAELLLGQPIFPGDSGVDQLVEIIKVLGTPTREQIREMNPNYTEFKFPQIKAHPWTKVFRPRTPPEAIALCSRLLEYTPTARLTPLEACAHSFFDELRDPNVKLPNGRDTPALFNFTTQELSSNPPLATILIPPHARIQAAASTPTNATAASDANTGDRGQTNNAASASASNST
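test system = GST-tagged human GSK3beta kinase, cell-free | reagent = 25 µM ATP with peptide substrate | dosing = one dose of 10 µM per compound | schedule = 60 min reaction, RT | detection = luminescent ADP-Glo measurement of ADP formed | control set = DMSO neutral wells and GW8510 at 20 µM as positive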
GSK3 alpha inh = inhibitors of human GSK-3 alpha kinase; ADP-Glo luminescence, 60 min; AID 2650; 320,000 compounds, 0.1% hits; inhibition, % at 10 µM;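 in the data active means inhibition above about 50%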;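 further: GST-tagged GSK-3 alpha with peptide substrate and 25 µM ATP; 0% = DMSO neutral wells and 100% = GW8510 positive control wells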
Target sequence (P49840 whole entry, looked up): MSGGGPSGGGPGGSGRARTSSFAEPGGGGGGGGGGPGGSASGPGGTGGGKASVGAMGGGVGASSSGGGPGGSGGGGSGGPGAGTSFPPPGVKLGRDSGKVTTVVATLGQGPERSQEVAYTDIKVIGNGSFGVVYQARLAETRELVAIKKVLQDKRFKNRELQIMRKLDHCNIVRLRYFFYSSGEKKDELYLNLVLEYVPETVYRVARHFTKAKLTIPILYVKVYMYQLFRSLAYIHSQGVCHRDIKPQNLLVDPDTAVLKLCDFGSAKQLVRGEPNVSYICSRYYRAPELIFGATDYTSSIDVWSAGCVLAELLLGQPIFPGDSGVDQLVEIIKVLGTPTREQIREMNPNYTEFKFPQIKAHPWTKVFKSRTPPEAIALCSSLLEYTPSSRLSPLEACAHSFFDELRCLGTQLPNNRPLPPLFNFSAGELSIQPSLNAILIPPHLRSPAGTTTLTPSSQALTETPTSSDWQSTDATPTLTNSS
* hit, by the source's call; ? = inconclusive; · = no result given. No enrichment for hits; any-hit rate near 4.7%.

#1 COc1ccc(NC(=O)CSc2nnc(-c3ccncc3)n2CC2CCCO2)c(OC)c1 (centres undefined)
#2 Oc1c(C(Nc2nccs2)c2ccc(C(F)(F)F)cc2)ccc2cccnc12 (centres undefined)
#3 CC(CN(C)Cc1ccccc1)OC(=O)c1ccccc1F (centres undefined)
#4 COc1ccccc1NC(=O)N(Cc1ccco1)Cc1cc2c(C)ccc(C)c2[nH]c1=O
#5 COc1ccc(C(=O)Nc2nc(C)cc(C)n2)cc1
#6 Cc1ccc(N(C(C)C(=O)Nc2c(C)n(C)n(-c3ccccc3)c2=O)S(C)(=O)=O)cc1C (centres undefined)
#7 COc1ccc(Cl)cc1NC(=S)NC1CCCC1
#8 Nc1cc(N)cc(-c2nc3ccccc3[nH]2)c1

assay / compound,1,2,3,4,5,6,7,8
HIF act,0.9,58*,-0.3,0.3,-0.2,-0.7,-23,·
aSyn UTR inh,0,55,27,15,-14,18,-4,·
IEC-6 cytotox,1,44*,-4,3,-3,-1,-1,-5
HSF-1 act,8,-70,-7,4,0,3,8,·
AI-2 QS mod,27,?,5,29,-4,-6,17,·
HSP90 refold inh,-3,2,4,2,-2,1,7,3
KLF5 inh,-2,62*,-22,7,-8,-23,-22,-9
HSF1 inh,-4,-59*,-8,6,1,1,-1,·
GSK3beta inhib,-1,3,-1,0,-24,-1,0,·
GSK3 alpha inh,0,·,-3,·,0,16,-1,1

#9 Cc1ccc(NC(=O)c2ccc3c(c2)NC(=O)CS3)nc1
#10 CC1CCCCN1CCNC(=O)CN1C(=O)COc2ccccc21 (centres undefined)
#11 CCC1(C)Cc2c(sc3nnn(Cc4ccccc4Cl)c(=O)c23)CO1 (centres undefined)
#12 COc1ccc(C(=O)N2c3cc4c(cc3C(C)=CC2(C)C)OCO4)cc1
#13 Cc1ccnc2ccc(-c3nc4ccccc4o3)cc12
#14 COc1ccc(C(CNC(=O)C(CC(C)C)NS(=O)(=O)c2ccc(C)cc2)N2CCOCC2)cc1 (centres undefined)
#15 Brc1ccc(-c2noc(COc3ccc4c(c3)CCC4)n2)o1
#16 O=C(CSc1ccc(Cl)cc1)Nc1cccc(NC(=O)c2ccco2)c1

assay / compound,9,10,11,12,13,14,15,16
HIF act,3.5,0.0,0.9,0.1,·,-0.3,0.1,0.4
aSyn UTR inh,-93,6,28,7,·,9,-9,-3
IEC-6 cytotox,·,-3,5,-1,8,·,-12,-7
HSF-1 act,12,-15,-20,1,·,-9,18,7
AI-2 QS mod,-12,14,21,50,·,9,-9,47
HSP90 refold inh,·,1,2,4,-3,·,-2,1
KLF5 inh,·,-25,-2,8,-115,·,12,-24
HSF1 inh,1,-1,-4,-4,·,-5,7,5
GSK3beta inhib,0,-2,2,-3,·,1,7,1
GSK3 alpha inh,1,-3,-2,·,-5,0,3,-7

Reprinted: compounds 9 to 12
#9 Cc1ccc(NC(=O)c2ccc3c(c2)NC(=O)CS3)nc1
#10 CC1CCCCN1CCNC(=O)CN1C(=O)COc2ccccc21 (centres undefined)
#11 CCC1(C)Cc2c(sc3nnn(Cc4ccccc4Cl)c(=O)c23)CO1 (centres undefined)
#12 COc1ccc(C(=O)N2c3cc4c(cc3C(C)=CC2(C)C)OCO4)cc1

assay / compound,9,10,11,12
HIF act,3.5,0.0,0.9,0.1
aSyn UTR inh,-93,6,28,7
IEC-6 cytotox,·,-3,5,-1
HSF-1 act,12,-15,-20,1
AI-2 QS mod,-12,14,21,50
HSP90 refold inh,·,1,2,4
KLF5 inh,·,-25,-2,8
HSF1 inh,1,-1,-4,-4
GSK3beta inhib,0,-2,2,-3
GSK3 alpha inh,1,-3,-2,·

The results go on.
#17 CCn1c(SCC(=O)c2ccc(CNC(C)=O)o2)nnc1-c1cccs1
#18 O=C(CCl)N1CCCC1c1ccc2c(c1)OCCO2 (centres undefined)
#19 COc1ccc(S(=O)(=O)NC(C)C(=O)Nc2cccc(C(C)=O)c2)cc1 (centres undefined)
#20 Cc1cccc(C)c1OCC(=O)NNC(=O)CCNC(=O)c1ccco1
#21 O=C(Cc1cccs1)N1CCN=C1SCc1cccc(F)c1
#22 COCc1cc(C)nc(SCC[N+](C)(C)CC(=O)c2ccccc2)c1C#N
#23 CC1CCN(c2cc(N3CCOCC3)c([N+](=O)[O-])cc2F)CC1
#24 Cc1ccc(CC(=O)CCc2ccccc2)cc1

assay / compound,17,18,19,20,21,22,23,24
HIF act,0.2,-4.2,-0.4,-0.3,0.0,-0.5,-0.9,1.3
aSyn UTR inh,-3,-152,0,-13,16,25,21,-28
IEC-6 cytotox,2,78*,-4,·,1,2,1,·
HSF-1 act,2,-62,-7,7,2,-8,-9,8
AI-2 QS mod,8,26,3,17,6,38,1,6
HSP90 refold inh,4,1,1,·,0,5,0,·
KLF5 inh,-9,20,-12,·,-23,-20,0,·
HSF1 inh,-4,-63*,-2,-3,4,-3,-7,0
GSK3beta inhib,1,0,-2,-1,2,-1,-2,1
GSK3 alpha inh,-4,-1,-1,-2,-1,0,1,-1

In the list so far, these have two or more sulfur atoms.
#17 CCn1c(SCC(=O)c2ccc(CNC(C)=O)o2)nnc1-c1cccs1
#21 O=C(Cc1cccs1)N1CCN=C1SCc1cccc(F)c1

assay / compound,17,21
HIF act,0.2,0.0
aSyn UTR inh,-3,16
IEC-6 cytotox,2,1
HSF-1 act,2,2
AI-2 QS mod,8,6
HSP90 refold inh,4,0
KLF5 inh,-9,-23
HSF1 inh,-4,4
GSK3beta inhib,1,2
GSK3 alpha inh,-4,-1

The results go on.
#25 Nc1ccc2c(c1)C(=O)Cc1ccccc1S2
#26 CC(=O)Nc1ccc(NS(=O)(=O)c2cc(Cl)ccc2Cl)cc1
#27 O=[N+]([O-])c1ccccc1S(=O)(=O)Oc1ccccc1/C=N/n1cnnc1
#28 COC(=O)C(Cc1ccccc1)NC(=S)NC(=O)c1ccccc1 (centres undefined)
#29 CCOc1cc(C(=O)O)cc(Cl)c1OC
#30 CN(CC(=O)Nc1cccc(F)c1)C(=O)C1CCN(S(=O)(=O)c2ccc3c(c2)OCCO3)CC1
#31 COc1ccc(CNC(=O)CSc2n[nH]c(N)n2)cc1
#32 Cc1ccc(C(NC(=O)NC(C)c2ccccc2)C(Cl)(Cl)Cl)cc1F (centres undefined)

assay / compound,25,26,27,28,29,30,31,32
HIF act,-0.8,-0.8,-0.2,0.3,·,0.5,1.6,-0.7
aSyn UTR inh,3,12,-79,5,·,19,12,47
IEC-6 cytotox,3,4,-3,-4,0,·,6,-1
HSF-1 act,-15,-2,2,-19,·,11,-8,5
AI-2 QS mod,3,21,20,0,19,6,10,23
HSP90 refold inh,-2,5,-2,0,-4,·,-2,3
KLF5 inh,-20,-12,-25,-4,-41,·,-2,-33
HSF1 inh,-3,-3,-1,-4,·,2,5,-3
GSK3beta inhib,0,1,1,2,3,3,0,0
GSK3 alpha inh,-3,-3,-3,-4,-1,-1,-1,·

#33 Cc1ccc(NC(=O)CN(C)C(=O)c2ccccc2Sc2ccccc2C#N)cc1
#34 CCOC(=O)Cc1csc(NC(=S)NC(=O)c2cccc([N+](=O)[O-])c2)n1
#35 O=C(COC(=O)c1ccco1)Nc1nc2c(F)c(F)c(F)cc2s1
#36 COc1cccc(CNC(=O)N2CCN(S(=O)(=O)c3ccc(C)cc3)CC2)c1
#37 Cc1c(NC(=O)c2noc3c2CCc2ccccc2-3)c(=O)n(-c2ccccc2)n1C
#38 CN(C)S(=O)(=O)c1ccc(Cl)c(NC(=O)CN2CCN(Cc3ccc4c(c3)OCO4)CC2)c1
#39 O=C(Nc1ccc(N2CCOCC2)cc1)c1cccc2ccccc12
#40 CCCn1c(N)c(C(=O)CN2CCc3ccccc3C2)c(=O)n(C)c1=O

assay / compound,33,34,35,36,37,38,39,40
HIF act,-0.2,-0.1,0.4,0.3,0.7,-0.8,3.8,-0.5
aSyn UTR inh,3,-1,-18,4,-22,-8,-61,-17
IEC-6 cytotox,·,-11,-2,6,4,0,5,2
HSF-1 act,-19,10,32,-3,-2,5,26,-4
AI-2 QS mod,62,37,·,16,50,12,·,44
HSP90 refold inh,·,-2,2,-3,-1,-2,0,0
KLF5 inh,·,8,-3,-10,-16,2,-32,7
HSF1 inh,-15,-7,8,3,-1,-5,0,2
GSK3beta inhib,11,-2,·,1,1,2,·,0
GSK3 alpha inh,1,1,1,1,0,1,-4,0

#41 COc1ccccc1N1CCN(C2CCCN(S(=O)(=O)c3ccccc3)C2)CC1 (centres undefined)
#42 COc1cccc(C(=O)N2CCN(Cc3ccccc3[N+](=O)[O-])CC2)c1
#43 N=c1n(Cc2ccc(Cl)cc2)c2ccccc2n1CC(O)COc1ccccc1 (centres undefined)
#44 Cc1noc(C)c1C(=O)OCC(=O)Nc1cc(Cl)ccc1Oc1ccccc1
#45 CC(=O)Oc1ccc2c(=O)c(N3C(=O)c4ccccc4C3=O)c(C)oc2c1
#46 CSCCC(NC(=O)c1ccccc1)C(=O)N1CC=C(c2ccccc2)CC1 (centres undefined)
#47 COC(=O)c1ccc2c(=O)n(CCCCCC(=O)NCc3ccc4c(c3)OCO4)c(=O)[nH]c2c1

assay / compound,41,42,43,44,45,46,47
HIF act,-0.5,-0.2,-0.2,-0.3,-0.2,0.2,-0.2
aSyn UTR inh,2,-2,0,6,-2,6,-6
IEC-6 cytotox,-1,-1,-5,-6,-8,2,0
HSF-1 act,6,-3,19,19,-5,18,24
AI-2 QS mod,16,11,22,12,4,20,12
HSP90 refold inh,0,1,1,0,2,5,0
KLF5 inh,-24,-9,-3,-36,13,-25,-11
HSF1 inh,-1,-10,1,-6,0,2,17
GSK3beta inhib,3,1,-7,2,2,-4,1
GSK3 alpha inh,0,-3,8,-12,1,10,0

Taken from above:
Cc1cccc(C)c1OCC(=O)NNC(=O)CCNC(=O)c1ccco1 in HSF1 inh → -3
Cc1ccc(C(NC(=O)NC(C)c2ccccc2)C(Cl)(Cl)Cl)cc1F (centres undefined) in HSF1 inh → -3
